High-throughput results as filed in PubChem BioAssay.
M1 ag: human M1 muscarinic receptor agonists, primary screen, Fluo-8 calcium fluorescence, CHO-K1 cells, HTS; 0.33% of 360,000 active; AID 588814, 2011; CHO-K1 hM1, agonist mode; 0% DMSO, 100% acetylcholine EC100; activation, % at 3 µM; Muscarinic acetylcholine receptor M1 (Homo sapiens), P11229;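 active = activation above the run's mean compound activation plus 3 SD, cut at about 16% in these data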;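 also: peak over basal fluorescence ratio within a 140 s kinetic read after compound addition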
Target sequence (P11229 whole entry, looked up): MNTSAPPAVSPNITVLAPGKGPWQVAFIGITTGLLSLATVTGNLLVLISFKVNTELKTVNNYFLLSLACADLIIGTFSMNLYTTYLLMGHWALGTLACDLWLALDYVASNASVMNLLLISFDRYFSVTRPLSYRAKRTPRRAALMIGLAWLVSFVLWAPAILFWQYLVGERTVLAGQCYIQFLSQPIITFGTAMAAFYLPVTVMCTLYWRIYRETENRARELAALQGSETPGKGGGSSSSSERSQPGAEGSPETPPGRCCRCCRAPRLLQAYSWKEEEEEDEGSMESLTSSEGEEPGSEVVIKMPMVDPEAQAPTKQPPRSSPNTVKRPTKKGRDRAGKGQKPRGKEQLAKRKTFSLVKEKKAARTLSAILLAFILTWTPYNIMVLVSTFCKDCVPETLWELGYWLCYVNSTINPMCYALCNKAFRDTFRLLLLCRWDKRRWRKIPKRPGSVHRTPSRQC
TAAR1 antag: human TAAR1 antagonists, primary screen, Fluo-8 calcium fluorescence, CHO RD-HGA16 cells; inhibition, % at 3 µM; 1.5% of 360,000 active; antagonist; Trace amine-associated receptor 1 (Homo sapiens), Q96RJ0;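 active = inhibition above a per-plate cutoff, the mean inhibition of test compounds on that plate plus 3 SD, cut at about 49% in these data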;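 also: 0% = DMSO plus EC80 beta-PEA response and 100% = DMSO alone without agonist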
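Test system – hTAAR1-expressing CHO RD-HGA16 cells, Gα16-coupled · Reagent – β-PEA at EC80 concentration, post-compound challenge · Compound dosing – 3 µM, single point · Timing – 140 s kinetic read after compound, 140 s after agonist · Detection – Fluo-8 intracellular calcium dye fluorescence, real-time kinetic reads · Control set – DMSO and EC80 PEA controls · Repeats – n of 1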
M1 PAM parental: nonselective calcium activators in parental CHO-K1 cells, primary screen, counter-screen for M1 PAM project, cell-based, Fluo-8 calcium fluorescence, full deck, 1536-well; ATP EC20; 0% at ATP EC20, 100% at ATP max; AID 602247, 2012; activation, % at 3 µM; 0.02% of 360,000 active;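 active = activation above the run cutoff, the mean activation of all test compounds plus 3 SD, cut at about 40% in these data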;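 also: peak over basal fluorescence ratio in a 140 s read after ATP addition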
M1 ag parental: counter-screen for M1 agonists: effect in parental CHO-K1 cells. activation, % at 3 µM. Fluo-8 calcium fluorescence; scaled to maximal ATP response, vehicle zero. 0.48% of 360,000 active; in the data active = activation above about 15%;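 also: untransfected CHO-K1 host cells lacking M1 receptor as counterscreen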
V1aR counter: agonists of human V1a receptor, primary screen, counter-screen for OXTR agonist project, fluorescence, CHO-V1R cells; Fluo-8 calcium fluorescence, agonist mode; 0% DMSO, 100% 3 nM vasopressin; 0.25% of 320,000 active; activation, % at 3 µM;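 active = activation above the mean activation of all tested compounds plus 3 SD, per screening run, cut at about 20% in these data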;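 also: signal is peak over basal fluorescence ratio across a 100 second FLIPR read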
TAAR1 agonist: human TAAR1 agonists, primary screen, Fluo-8 calcium fluorescence, CHO RD-HGA16 cells. Trace amine-associated receptor 1 (Homo sapiens), Q96RJ0. 0.99% of 360,000 active. activation, % at 3 µM. vehicle wells 0%, saturating PEA agonist 100%;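 active = activation above the mean activation of all test compounds in the run plus 3 SD, cut at about 38% in these data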
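System: CHO-derived RD-HGA16 cells with stable Gα16 and human TAAR1 / Times: 17-24 h plating, Fluo-8 75 min 37 °C, 30 min RT / Technique: calcium-sensitive Fluo-8 signal, excitation 470-495, emission 515-575 nm / Measure: % activation relative to PEA EC100 response / Benchmarks: DMSO and PEA EC100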
OXTR potentiator: human OXTR potentiators, primary screen, fluorescence, CHO-OTR cells, Fluo-8 calcium. Oxytocin receptor (Homo sapiens), P30559. Fluo-8 calcium fluorescence, potentiator mode; 0% = oxytocin EC15, 100% = EC100. activation, % at 3 µM. 0.061% of 320,000 active. AID 2445, 2010;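 active = activation above that plate's cutoff, the mean activation of tested compounds plus 3 SD, cut at about 6.6% in these data, passing the limit was not always enough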;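 also: 100% uses oxytocin at 75 nM as the full agonist control; some results filed as inactive read as strong as hits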
Target sequence (P30559 whole entry, looked up): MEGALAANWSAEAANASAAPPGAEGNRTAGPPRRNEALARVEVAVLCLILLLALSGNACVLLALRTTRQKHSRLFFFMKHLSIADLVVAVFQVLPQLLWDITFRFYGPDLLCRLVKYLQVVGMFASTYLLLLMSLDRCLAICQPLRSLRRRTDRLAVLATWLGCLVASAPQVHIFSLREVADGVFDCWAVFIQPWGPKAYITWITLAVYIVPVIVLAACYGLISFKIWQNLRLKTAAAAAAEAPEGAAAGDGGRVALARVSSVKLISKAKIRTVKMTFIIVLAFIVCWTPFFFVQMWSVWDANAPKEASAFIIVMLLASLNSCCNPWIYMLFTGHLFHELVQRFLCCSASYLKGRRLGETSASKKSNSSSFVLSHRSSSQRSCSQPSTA
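Measured by – Fluo-8 calcium dye fluorescence · Test system – human OTR in CHO cells · Dosing – one concentration, 3.0 µM compound · Controls – EC15 oxytocin alone as 0%, 75 nM oxytocin as 100% · Evaluation – normalized max/min fluorescence ratio, % activation · Timing – 6 min pre-incubation, 100 s read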
CHO parental Ca: ATP-evoked calcium signal inhibitors, parental CHO, primary screen, counter-screen for OX1R antagonist project, cell-based, fluorescence, Fluo-8 calcium dye; 0.63% of 330,000 active; inhibition, % at 5.6 µM; parental CHO-K1, ATP-induced calcium, Fluo-8 fluorescence;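 active = inhibition above that plate's mean sample inhibition plus 3 SD, cut at about 26% in these data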;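 also: 0% = ATP-challenged DMSO wells and 100% = DMSO wells without ATP; some compounds past the cut are filed as inactive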
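test system = CHO parental line | reagent = ATP stimulus | measured by = intracellular calcium via Fluo-8 no-wash fluorescent dye | control set = ATP and no-ATP DMSO wells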
CHO-K1 Ca antag: nonselective inhibitor or artifact in parental CHO-K1 cells | ATP-induced calcium, Fluo-8 fluorescence | inhibition, % at 3 µM | 0.6% of 360,000 active;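 active = inhibition above a per-plate cutoff, the plate's mean sample inhibition plus 3 SD, cut at about 24% in these data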;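 also: 0% = DMSO plus EC80 ATP and 100% = DMSO alone without ATP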
* marks the source's active call; other numbers are inactive results; x = not tested or not shown.

cpd	SMILES	M1 ag	TAAR1 antag	M1 PAM parental	M1 ag parental	V1aR counter	TAAR1 agonist	OXTR potentiator	CHO parental Ca	CHO-K1 Ca antag
1	CC(=O)NC1=NN(C(C)=O)C(C)(c2ccc(C)cc2)S1 (stereo unspecified)	-3	-18	32	1.8	2.9	3	-2	-4	-21
2	COC(CNC(=O)c1ccc(N2CCc3ccccc32)c([N+](=O)[O-])c1)OC	-2	7	0	11	11	3	-15	-9	-6
3	CC(C)CC(=O)Nc1ccc(C(=O)CN2CCN(c3ccc(O)cc3)CC2)cc1	-5	-17	7	0.2	-0.3	-1	-4	3	-16
4	COc1ccc(NC(=O)C2CCCN(S(=O)(=O)c3cccc4cccnc34)C2)cc1OC (stereo unspecified)	-1	66*	7	5.1	2.4	11	8	-23	0
5	COc1ccc(CC(NC(C)=O)C(=O)NC2CCN(C(=O)C3CC3)CC2)cc1OC (stereo unspecified)	-3	-5	15	0.2	0.6	2	-13	-10	-13
6	CC(=O)Nc1ccccc1OCc1nnc(-c2ccc(Cl)cc2)o1	-1	2	-20	1.2	1.4	2	-7	-14	4
7	CC(C)=CCC[C@](C)(O[C@@H]1O[C@H](CO[C@@H]2O[C@H](CO)[C@@H](O)[C@H](O)[C@H]2O)[C@@H](O)[C@H](O)[C@H]1O)C1CC[C@]2(C)C1C(=O)CC1[C@@]3(C)CC[C@H](O[C@H]4O[C@@H](CO)[C@H](O)[C@@H](O)[C@@H]4O)C(C)(C)C3CC[C@]12C (stereo partly specified)	-3	-2	7	0.2	0.6	1	-2	0	-4
8	CN1CCN(c2nc3c(c(=O)n(C)c(=O)n3C)n2Cc2ccccc2)CC1	-9	-4	13	-0.4	0.5	-1	-3	-7	2
9	COc1ccccc1-c1noc(-c2ccncc2)n1	-2	4	7	0.1	0.6	0	-3	-6	-11
10	CCN(CC(=O)Nc1c(F)cccc1F)C(=O)c1cnc(C)cn1	-2	-9	2	0.6	0.7	9	4	-4	-11
11	CCc1cccc(NC(=O)CCS(=O)(=O)c2ccc3c(c2)NC(=O)CO3)c1	-2	6	9	0.0	-0.4	0	-4	-15	-10
12	CCOCCCNC(=S)N1CCC(NC(=O)C23CC4CC(CC(C4)C2)C3)CC1	-4	-22	-9	0.5	0.2	1	0	-8	10
13	CCC(C)(C)NC(=O)C(c1ccccc1Cl)N(Cc1cccnc1)C(=O)CCC(=O)Nc1cc(C)on1 (stereo unspecified)	-9	-1	25	0.4	-0.7	-3	-1	-15	-4
14	O=C(CC(c1ccccc1)c1ccccc1)Nc1ccc(C(=O)O)cc1	-6	-12	-6	0.4	7.8	7	-9	-1	10
15	CC(C)(C)c1cc(-c2nc(N)nc(N)n2)cc(C(C)(C)C)c1	-7	5	-14	0.0	-0.8	7	-5	-19	16
16	O=C(Nc1cccnc1)c1cc(Br)c(Br)s1	12	48	-4	11	8.7	91*	-16	-1	4
17	O=C(O)CCc1ccc(-c2ccccc2)n1NC(=O)c1sc2ccccc2c1Cl	-4	1	15	0.1	2.5	3	-2	-3	-7
18	CN(c1ccc(C(=O)NC2CCCCC2)cc1)S(=O)(=O)c1ccccc1	-2	-31	-3	5.6	4.4	3	-12	-3	-8
19	O=C(Nc1ccc(Br)c2cccnc12)c1ccc(Cn2cc(Cl)cn2)o1	-7	-2	13	0.3	1.4	1	-2	2	-11
20	CC(=O)c1c(C)[nH]c(C(=O)Nc2cccc(C)n2)c1C	-3	-7	1	1.6	0.0	2	-5	0	-11
21	O=C(CSCC(=O)N1CCOCC1)Nc1ccccc1	-2	-17	18	0.4	0.7	4	-7	-3	-10
22	COc1ccc(NC(=O)C2CC(c3ccc(Cl)cc3)=NO2)cc1 (stereo unspecified)	0	-14	-14	0.1	0.4	-1	-9	6	10
23	CSc1ccc(CN2CCSCC2)cc1	3	-4	0	0.0	x	2	x	x	2
24	Cc1ccc(NC(=O)CC(=O)Nc2ccc(C)cc2)cc1	-3	13	13	0.1	-0.1	1	-6	8	-13
25	COc1ccc(-n2c(N)c(C#N)c3ccc([N+](=O)[O-])cc3c2=O)cc1	-5	-12	16	1.1	-1.4	4	-7	-1	-7
26	COc1cccc(NC(=O)C(C)C)c1	-4	2	-4	-0.2	0.7	0	5	6	-3
27	O=C(NNC(=O)c1ccc(-n2cncn2)c([N+](=O)[O-])c1)c1ccc(Cl)cc1	2	-9	-21	-0.1	0.3	3	-9	9	19
28	COc1ccc(-c2[nH]nc3c2C(c2ccsc2)C(C#N)=C(N)O3)cc1 (stereo unspecified)	0	-8	-3	-0.1	0.3	7	4	12	3
29	C=CCNS(=O)(=O)c1cccc(C(C)=O)c1	1	-13	20	-0.1	1.0	1	-12	-6	-15
30	O=C(Nc1cc2c(cc1Br)OCCO2)c1ccco1	-4	-4	14	0.6	0.0	7	-7	-1	-7

Remaining list, next part:
cpd	SMILES	M1 ag	TAAR1 antag	M1 PAM parental	M1 ag parental	V1aR counter	TAAR1 agonist	OXTR potentiator	CHO parental Ca	CHO-K1 Ca antag
31	COc1ccc(C(=O)Nc2ccc(F)cc2F)cc1OC	-3	-23	14	0.3	0.1	1	-17	-6	-16
32	O=C(NCC(c1ccco1)N1CCCC1)c1cn(Cc2ccccc2)nc1-c1ccccc1 (stereo unspecified)	-6	-1	7	0.3	0.2	1	-11	-10	-12
33	O=C(Cc1sc(Nc2ccccc2)nc1-c1ccccc1)NCc1ccccc1	-6	10	14	0.7	0.1	7	-12	-27	2
34	CCCCN(c1ccccc1)S(=O)(=O)c1ccc2c(c1)CCN2C(=O)CCC(=O)O	-4	-5	8	0.1	5.7	0	-3	-14	-11
35	C[C@H](CO)N1C[C@H](C)[C@@H](CN(C)C(=O)Nc2ccccc2F)OCc2cnnn2CCCC1=O	-1	-3	26	0.7	x	1	x	x	-13
36	COc1cc(/C=C2\S/C(=N/S(=O)(=O)Cc3ccccc3)NC2=O)c([N+](=O)[O-])cc1OC	0	-31	23	0.8	1.6	-1	3	-9	-14
37	Cn1c(=NC(=O)CSCC(=O)N2CCCC2)sc2ccccc21	-4	-22	15	0.8	0.7	1	1	-14	3
38	CCOC(=O)c1c(C)nn(-c2ncccc2NC(=O)CCC(=O)O)c1C	-1	-15	20	0.4	-1.3	0	-11	-4	-9
39	Cc1ccccc1CSc1nnnn1-c1ccc(C(N)=O)cc1	-3	-23	10	2.3	5.8	3	-9	1	1
40	CN(/N=C/c1cc(Br)cc(Br)c1O)c1cccc(C(F)(F)F)n1	-8	7	7	0.7	0.2	0	3	-8	-6
41	CCCCC1(O)CC(C(F)(F)F)=NN1C(=O)COc1ccccc1 (stereo unspecified)	1	0	7	7.9	4.0	3	-8	-15	-14
42	CC(C)OC(=O)c1cccc(C(=O)O)n1	-1	13	8	0.6	0.7	13	-7	-7	-2
43	c1ccc(C2(CNc3ccccn3)CCCC2)cc1	-15	5	-9	0.2	-1.4	15	-1	-17	-8
44	COC(=O)[C@H](C(C)C)N(Cc1ccccc1)S(=O)(=O)CCNC1CCCC1	-4	-16	25	2.1	x	6	x	-22	-15
45	CCOC(=O)C1(Cc2cccc(F)c2)CCN(C(=O)C2CCCO2)CC1 (stereo unspecified)	6	-7	13	1.4	5.1	4	-4	-21	-4
46	O=C(O)C(=Cc1cccc([N+](=O)[O-])c1)c1ccc(Cl)cc1	-3	0	-6	-0.5	x	-1	x	x	5
47	CCN(CC)C(=O)[C@H]1C[C@H](CC(=O)NCc2ccco2)C(=O)N2CCc3c([nH]c4cc(CCC(=O)N(C)C)ccc34)[C@]12C	-6	-14	-2	0.5	x	2	x	-20	-17
48	COc1ccccc1NC(=O)Nc1cc(F)ccc1F	-11	2	8	0.0	-2.0	-3	1	-6	3
49	COc1ccc(/C(O)=C2/C(=O)C(=O)N(CCCC(=O)O)C2c2ccc(OC)cc2)cc1 (stereo unspecified)	-2	11	12	1.7	0.6	-1	-7	17	-7
50	O=C(NCCc1cccc(F)c1)[C@@H]1CSC2c3ccccc3C(=O)N21 (stereo partly specified)	-4	14	3	0.0	0.1	54*	-4	-35	-2
51	Cc1ccnc(NS(=O)(=O)c2ccc(NC(=O)Cc3c(F)cccc3Cl)cc2)n1	-5	10	32	1.2	-1.5	-1	-4	-10	-17
52	O=C(O)C1(C(=O)O)CCC2(CCCCC2)CC1	0	-27	3	0.0	x	1	x	x	-18
